GIRK2 activator – activators of NPY4-receptor-primed GIRK2 channels, summary, cell-based, HEK293, thallium flux; activation (% efficacy), % for hits at 37.5 µM; HEK293 GIRK2/NPY4 cells, thallium flux fluorescence; G protein-activated inward rectifier potassium channel 2 (Homo sapiens), P48051; 34,000 tested, under 10 active;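 active = primary screen hit, no activity in plain HEK293 cells, and in GIRK2-only cells above 5% efficacy rising with concentration; inactive = the rest, including fluorescent compounds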;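 note: efficacy is normalized control-subtracted fluorescence 15 s after thallium addition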
Target sequence (P48051 whole entry, looked up): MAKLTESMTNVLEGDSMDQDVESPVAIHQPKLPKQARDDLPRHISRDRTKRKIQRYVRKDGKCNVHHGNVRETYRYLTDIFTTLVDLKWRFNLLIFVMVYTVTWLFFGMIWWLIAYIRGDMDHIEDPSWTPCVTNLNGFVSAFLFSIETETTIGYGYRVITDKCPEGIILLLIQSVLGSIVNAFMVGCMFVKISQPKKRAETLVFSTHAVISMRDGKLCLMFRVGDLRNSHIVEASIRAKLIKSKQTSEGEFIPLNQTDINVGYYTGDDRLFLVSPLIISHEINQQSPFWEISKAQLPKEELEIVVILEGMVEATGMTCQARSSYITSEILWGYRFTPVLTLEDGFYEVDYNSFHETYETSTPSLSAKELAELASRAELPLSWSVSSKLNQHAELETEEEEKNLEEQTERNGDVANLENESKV
Calls only; i = inactive. A portion of the library; rates above refer to the full screens.

SMILES	GIRK2 activator
COc1ccc(C2(CNC(=O)C(=O)Nc3ccc(F)c(F)c3)CCCC2)cc1	i
Nc1c(-c2cccc(F)c2)nsc1C(=O)N1CCN(c2ccccc2Cl)CC1	i
Cc1nc(C)c(C(=O)N2CCCC(c3nn(C)c(=O)n3-c3ccccc3)C2)s1 (stereo not drawn)	i
CCOc1ccc(CC(=O)N2CC(c3nc(-c4ccsc4)no3)C2)cc1	i
CCn1nc(C(=O)Nc2nnc(-c3cc4ccccc4o3)o2)cc1C	i
COc1ccccc1NC(=O)CN1CCC(c2nnc(C3CC3)o2)CC1	i
CC1CN(C)CCN1CC1CCN(C(=O)CCC2CCCCC2)CC1 (stereo not drawn)	i
CCn1c(C)cc(O)c(C(c2cccc([N+](=O)[O-])c2)c2c(O)cc(C)n(CC)c2=O)c1=O	i
COc1cccc(N2CCN(C(=O)c3snc(C(=O)NC(C)C)c3N)CC2)c1	i
O=C(CCSc1ccccc1)NCC1CCN(C(=O)COc2ccccc2)CC1	i
CCS(=O)(=O)c1ccccc1C(=O)Nc1nc2c(s1)CC(C)CC2 (stereo not drawn)	i
CC(Oc1ccccc1)C(=O)NCCS(=O)(=O)N1CCN(c2ccccn2)CC1 (stereo not drawn)	i
COc1ccc(NC(=O)N2c3ccccc3CC2C(N)=O)c(OC)c1 (stereo not drawn)	i
CC(O)(CNS(=O)(=O)c1ccc2c(c1)OCCO2)c1ccc(-c2ccccc2)cc1 (stereo not drawn)	i
O=C(c1ccccc1)N1CCC2(CC1)NC(=O)N(CCc1ccccc1)C2=O	i
CCC(=O)Nc1ccc2c(COC)cc(=O)[nH]c2c1	i
COc1ccccc1CNC(=O)Cc1csc(Nc2ccccc2)n1	i
CN(C)C(CNC(=O)C(=O)Nc1cc(Cl)ccc1C#N)c1ccco1 (stereo not drawn)	i
CSc1ccccc1C(=O)Nc1cc(C)nn1-c1nc(-c2ccccc2)cs1	i
Cc1cccc(C(C)C)c1NC(=O)/C(C#N)=C/c1ccc(Cl)cc1	i
COc1ccc(CNC(=O)C(=O)NCC(c2cccc(OC)c2)N2CCOCC2)cc1 (stereo not drawn)	i
O=C(Cc1csc(NC(=O)c2ccc(=O)[nH]c2)n1)Nc1ccc(F)c(Cl)c1	i
Cc1cc(C(=O)N(Cc2ccccn2)c2nc3ccc(F)cc3s2)on1	i
CC1CCN(c2oc(-c3ccc(S(=O)(=O)N4CCCCCC4)cc3)nc2C#N)CC1	i
CC1CCN(S(=O)(=O)c2ccc(-c3nc(C#N)c(N4CCc5ccccc5C4)o3)cc2)CC1	i
CC(=O)Nc1cccc(NC(=O)C(=O)NCC(O)C2CCCCC2)c1 (stereo not drawn)	i
O=C(NCc1ccc(OCc2ccccc2)cc1)C1CN(C(=O)c2cccs2)C1	i
CC(=O)Cc1nsc(NC(=O)c2cc(-c3ccc(Cl)cc3[N+](=O)[O-])oc2C)n1	i
Cc1ccc(NC(=O)c2ccc(=O)n(Cc3ccc(F)cc3)c2)cc1Cl	i
CCOC(=O)C1CCN(C(=O)CCc2csc(NC(=O)c3ccc[nH]c3=O)n2)CC1	i
COC(=O)NCC1COC2(CCCCC2)O1 (stereo not drawn)	i
CCCC(CCC)C(=O)Nc1cc(C)nn1-c1nc2c(cnn2-c2cccc(Cl)c2)c(=O)[nH]1	i

Reprinted at random: six compounds from above, in no set order.
SMILES	GIRK2 activator
Cc1ccc(NC(=O)c2ccc(=O)n(Cc3ccc(F)cc3)c2)cc1Cl	i
CC(=O)Cc1nsc(NC(=O)c2cc(-c3ccc(Cl)cc3[N+](=O)[O-])oc2C)n1	i
CCOC(=O)C1CCN(C(=O)CCc2csc(NC(=O)c3ccc[nH]c3=O)n2)CC1	i
CCCC(CCC)C(=O)Nc1cc(C)nn1-c1nc2c(cnn2-c2cccc(Cl)c2)c(=O)[nH]1	i
CC1CCN(S(=O)(=O)c2ccc(-c3nc(C#N)c(N4CCc5ccccc5C4)o3)cc2)CC1	i
CC(=O)Nc1cccc(NC(=O)C(=O)NCC(O)C2CCCCC2)c1 (stereo not drawn)	i

(list continues)
SMILES	GIRK2 activator
CC(C)CC(=O)NCCCn1nc(-c2cccnc2)ccc1=O	i
CCOc1cccc2sc(N(CCN3CCOCC3)C(=O)c3ccc4ncsc4c3)nc12	i
CCSc1ccccc1C(=O)NCCn1cnc(-c2ccccc2)cc1=O	i
O=C(c1nc2ccccc2s1)N(Cc1ccccn1)Cc1ccco1	i
O=C(NCc1nc2ccccc2[nH]1)C1COCC(=O)N1Cc1ccccc1 (stereo not drawn)	i
Cn1cccc1C(CNC(=O)C(=O)NC(C)(C)C)N1CCOCC1 (stereo not drawn)	i
COc1ccc(-c2c(C)nn3c(-n4ccnc4C)cc(C)nc23)cc1OC	i
CN(C)C(CNC(=O)C1(c2ccccc2)CCOCC1)c1ccccc1 (stereo not drawn)	i
Cc1ccc(N2CCCS2(=O)=O)cc1NC(=O)NCc1ccc(F)cc1	i
COc1ccc(OCC(=O)NCCS(=O)(=O)N2CCN(c3ccccn3)CC2)cc1	i
COc1ccc(S(=O)(=O)NCC2COC3(CCCCC3)O2)cc1C (stereo not drawn)	i
COc1cc(OC)cc(C(=O)NNC(=O)c2cccn(Cc3ccc(F)cc3)c2=O)c1	i
O=C(NCC1COC2(CCCCC2)O1)c1ccco1 (stereo not drawn)	i
CN(C)C(CNC(=O)C(=O)Nc1ccc(OC(F)(F)F)cc1)c1ccco1 (stereo not drawn)	i
CC(C)NC(=O)CSc1nc2ccccc2c(=O)n1Cc1ccc(C(=O)NC2CC2)cc1	i
O=C(N1CCOCC1)N1CCN(S(=O)(=O)c2ccc3ccccc3c2)CC1	i
CC(C)c1ccc(NC(=O)c2ccc(=O)n(Cc3cccc(F)c3)n2)cc1	i
O=C(NCc1n[nH]c(=O)c2ccccc12)c1ccc2ncsc2c1	i
CCOc1ccc(S(=O)(=O)NCCN2CCOC(c3ccccc3)C2)cc1C (stereo not drawn)	i
Cc1noc(C)c1S(=O)(=O)NCC1CCN(S(=O)(=O)C2CC2)CC1	i
Cc1ccc(C(=O)Nc2ccc(S(C)(=O)=O)cc2)cc1S(=O)(=O)N1CCCC1	i
COc1cn(CC(=O)Nc2ccc3c(c2)OCO3)c(CSc2nncn2C)cc1=O	i
CCOc1ccccc1NC(=O)Cn1cc(-c2ccccc2)c2ncn(CCOC)c(=O)c21	i
O=C(Nc1ccc2ncsc2c1)c1ccc(S(=O)(=O)N2CCCCCC2)cc1	i
O=C(NCCCN1CCCC1=O)C(=O)Nc1c2c(nn1-c1cccc(Cl)c1)CSC2	i
O=C(CCc1ccccc1)NCCS(=O)(=O)N1CCN(c2ncccn2)CC1	i
Cc1ccc(S(=O)(=O)/C(C#N)=C/N2CCN(c3ccccc3)CC2)cc1C	i
COc1nn(C)cc1C(=O)NCC(=O)NCCc1ccncc1	i
CCOC(=O)c1c(SCC(=O)Nc2ccccc2)nc(=O)[nH]c1C	i
O=C(NC(Cc1ccccc1)C(=O)O)c1ccccc1 (stereo not drawn)	i
COc1ccccc1-c1c(C)nn2c(Nc3ccc(NC(C)=O)cc3)cc(C)nc12	i
Cc1ccc(-c2noc(-c3cn(CC(=O)Nc4ccc(F)c(F)c4)c4nc(C)ccc4c3=O)n2)cc1	i
O=C(NCC(c1ccc2c(c1)OCO2)N1CCN(c2ccccc2F)CC1)c1ccsc1 (stereo not drawn)	i
O=C1CCS(=O)(=O)N1c1ccc(S(=O)(=O)N2CCc3ccccc32)cc1	i
CS(=O)(=O)N1CCCCC1C(=O)Nc1nc(-c2cc3ccccc3oc2=O)cs1 (stereo not drawn)	i
Cc1ccnc(Nc2ccc(NCCNC(=O)c3ccc(F)cc3)nn2)c1	i
Cc1ccc(NC(=O)CSC2=NC(C)(C)N=C2c2ccccc2)c(C)c1	i
O=C(CCC1CCCC1)NCCS(=O)(=O)N1CCN(c2ccccn2)CC1	i
O=C(CS(=O)(=O)Cc1ccccc1)Nc1ccccc1-c1nc2ccccc2[nH]1	i
CN(C)S(=O)(=O)c1ccc(C(=O)NCCc2csc(-c3ccc(F)cc3)n2)cc1	i
O=S(=O)(NCC(O)c1ccc(C(F)(F)F)cc1)c1ccc(F)c(Cl)c1 (stereo not drawn)	i
COc1ccc(NC(=O)c2csc(Nc3cccc(Cl)c3)n2)cc1OC	i
CN1CCN(c2ccc(N3CCN(S(=O)(=O)c4ccc([N+](=O)[O-])cc4)CC3)nn2)CC1	i
COC(=O)N1CCN(CCN)CC1	i
COc1cc(S(=O)(=O)Nc2ccccc2C(=O)O)c(C)cc1C	i
O=C(NCCCO)C(=O)Nc1ccc2c(c1)OCCO2	i
COC(=O)Nc1ccc(S(=O)(=O)N(C)CC(F)(F)C(F)F)cc1	i
O=C(Cc1ccc([N+](=O)[O-])cc1)N/N=C\c1ccc2nccnc2c1	i
O=c1[nH]c2ccccc2c(=O)n1CCc1nc(-c2ccc3c(c2)OCO3)no1	i
CC(C)C(=O)N1CCC2(CC1)NC(=O)N(CCc1ccccc1)C2=O	i
CC1CCN(S(=O)(=O)c2ccc(-c3nc(C#N)c(NCc4ccc5c(c4)OCO5)o3)cc2)CC1	i
CCOc1ccc(NC(=O)CN(C)S(=O)(=O)c2c(C(=O)OC)sc3ccccc23)cc1	i
COC(CNC(=O)C(=O)Nc1c2c(nn1-c1ccc(C)cc1C)CSC2)OC	i
O=C(c1ccc(Cl)s1)N(CCCn1ccnc1)c1nc2ccccc2s1	i
COc1cccc(C(=O)Nc2ccc(-n3nnn(CC(N)=O)c3=O)cc2)c1OC	i
O=C(Nc1ccc(N2CCCCC2=O)cc1)c1cccc(C(F)(F)F)c1	i

Remaining list, next part.
SMILES	GIRK2 activator
COc1cccc(OCC(=O)NCCN2CCC(c3cccs3)CC2)c1	i
Cc1ccc(Oc2cccc(NC(=O)Nc3ccccc3F)c2)nn1	i
O=C(Cn1cnc2c(sc3cccc(Cl)c32)c1=O)N1CCN(c2ccc(F)cc2)CC1	i
Cc1cc(C(=O)N2CC(c3nc(-c4cccc(C(F)(F)F)c4)no3)C2)c(C)o1	i
COCCN1CCC(CNC(=O)c2cccc(OC)c2OC)CC1	i
Cc1cccc(NC(=O)Cn2cc(-c3nc(-c4ccccc4C)no3)c(=O)c3ccc(C)nc32)c1	i
COc1ccc(S(=O)(=O)N2CCN(c3ccc(N4CCCCC4C)nn3)CC2)c(OC)c1OC (stereo not drawn)	i
Cn1nc(-c2cccc(NC(=O)c3ccc(S(=O)(=O)N4CCCC4)cc3)c2)ccc1=O	i
CCOc1ccccc1C(=O)Nc1cc(-c2cn3nc(OC)ccc3n2)ccc1Cl	i
CS(=O)(=O)N1CCC(C(=O)Nc2nnc(C3CCCCC3)o2)CC1	i
Cc1ccnc(C(=O)Nc2ccc(Nc3cc(N4CCOCC4)nc(C)n3)cc2)n1	i
Cc1ccc(S(=O)(=O)NCCC(=O)N/N=C/c2ccc(N(C)C)cc2)cc1	i
COc1cccc(N2CCN(C(=O)c3ccc4c(=O)n5c(nc4c3)SCCC5)CC2)c1	i
O=c1nc(SCc2cccc([N+](=O)[O-])c2)c2c(n1CC1CCCO1)CCC2 (stereo not drawn)	i
COc1cccc(C(=O)N2N=C(c3ccccc3)CC2c2ccc3nccnc3c2)c1 (stereo not drawn)	i
CCCS(=O)(=O)Nc1ccc2c(c1)N(C(=O)c1cccs1)CC2	i
COc1ccc(-c2ccc(=O)n(CCCC(=O)Nc3ccccc3F)n2)cc1OC	i
COc1cccc(OCC(=O)Nc2ccc(N3CCCC3=O)cc2)c1	i
CCNC(=O)C1CCN(c2cc(SCC(=O)Nc3ccc(C(=O)OCC)cc3)ncn2)CC1	i
COc1cc(S(=O)(=O)Nc2cc(Cl)ccc2O)c(OC)cc1Cl	i
Cc1ccc(CNC(=O)c2cn(-c3ccc(C)c(C)c3)nn2)cc1	i
CSCCC(C)(O)CNS(=O)(=O)c1ccc2c(c1)OCCO2 (stereo not drawn)	i
CC(C)CNCC(O)COC1CC2CCC1(C)C2(C)C (stereo not drawn)	i
O=C(Cn1cnc2ccccc2c1=O)NCCn1nc(-n2cccn2)ccc1=O	i
COC(=O)Nc1nc(CC(=O)Nc2ccc3c(c2)OCCO3)cs1	i
C=CCn1c(=O)c2c(nc3n(-c4ccccc4OCC)c(C)c(C)n23)n(C)c1=O	i
CCc1nc2ccccc2n1CC(O)COc1ccc(C)c(C)c1 (stereo not drawn)	i
CCc1ccccc1NC(=O)NCCn1nc(-c2ccccc2)ccc1=O	i
Cc1ccc(C)c(Cn2c(=O)c3c(nc4n(CCCN(C)C)c(C)c(C)n34)n(C)c2=O)c1	i
COc1ccc(Cn2c(SCC(=O)Nc3ccc(C)cc3Cl)nc3ccsc3c2=O)cc1	i
CCOc1ccc(-c2cc(=O)n(CC(=O)Nc3cc(OC)ccc3OC)cn2)cc1	i
CCCN1C(=O)NC2(CCN(C(=O)c3ccc(Cl)cc3Cl)CC2)C1=O	i
COc1ccc(-c2ccc(C)c(NC(=O)c3cccs3)c2)nn1	i
O=C(NCC1CCN(c2ccccn2)CC1)c1cc(-c2ccccc2)on1	i
O=C(N1CCN(c2ccc(-c3ccccc3)nn2)CC1)C(F)(F)F	i
COc1cc(C(=O)Nc2ccc3c(c2)CCC(=O)N3CC(C)C)cc(OC)c1OC	i
COc1ccc(NC(=O)Cn2c(-c3ccc(F)cc3)ncc(C#N)c2=O)cc1Cl	i
COc1ccc2sc(N(CC3CCCO3)C(=O)c3cc(C)no3)nc2c1 (stereo not drawn)	i
Cc1cc(C)c2c(n1)nn1c(NCc3ccccn3)cc(C)nc21	i

Bioassay records: PubChem BioAssay, Vanderbilt University
